RGS4 act: potentiators or activators of RGS4; HEK293 M3R/inducible RGS4, carbachol calcium flux Fluo4; stronger effect = lower value; B-score at 10 µM; actives 0.92% (n = 310,000); AID 463111;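 active = B-score of the integrated calcium signal more than 4 SD below the library mean, with starting fluorescence not abnormally high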;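 also: negative B-score means reduced calcium response which marks RGS4 activation or potentiation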
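Material: Inducible-RGS4 HEK293 cells carrying M3 receptor; also added: carbachol at ECmax as muscarinic agonist stimulus; incubation: compound preincubation 20 min at room temperature before agonist; signal: Fluo4-AM (2 µM) calcium-flux fluorescence, kinetic read; measure: integrated calcium ratio converted to B score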
MrgX1 agonist: human MrgX1 receptor agonism, primary screen | AID 588627 | Q96LB2 | B-score at 10 µM | MrgX1-HEK293 cells, Fluo-4 calcium fluorescence, agonist mode; stronger effect = higher value | actives 0.44% (n = 310,000);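 active = calcium response B-score plate-corrected fluorescence ratio at least 3 library SD, with starting fluorescence B-score inside 5 SD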
Target sequence (Q96LB2 whole entry, looked up): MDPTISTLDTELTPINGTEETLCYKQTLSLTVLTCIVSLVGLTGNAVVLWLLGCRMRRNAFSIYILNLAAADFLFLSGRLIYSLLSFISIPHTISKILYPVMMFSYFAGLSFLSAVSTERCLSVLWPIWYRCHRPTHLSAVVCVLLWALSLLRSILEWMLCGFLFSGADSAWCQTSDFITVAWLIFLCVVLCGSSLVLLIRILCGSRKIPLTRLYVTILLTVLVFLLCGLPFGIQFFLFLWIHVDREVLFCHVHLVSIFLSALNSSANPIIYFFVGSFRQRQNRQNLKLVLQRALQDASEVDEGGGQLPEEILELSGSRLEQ
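Test system: HEK293 cells stably expressing human MrgX1 receptor; Input: fifteen thousand cells per well; Dosing: compound delivered in addition one of three; Schedule: overnight seeding, then 1 h dark dye loading; Technique: Fluo-4 NW calcium fluorescence; Measure: B-scored fluorescence response ratio; Controls: positive and negative controls per plate.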
KCNQ1 block: inhibitors of human KCNQ1 potassium channel | P51787 | CHO-K1 KCNQ1, FluxOR thallium flux fluorescence; stronger effect = higher value | B-score at 10 µM | actives 1.3% (n = 310,000);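 active = compounds whose thallium flux B-score, printed positive for inhibition, exceeds three library SD while starting fluorescence stays within three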;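 also: channel opened by potassium depolarization with thallium stimulus after 20 min compound exposure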
KCNK3 block: human KCNK3 channel inhibition, primary screen. B-score at 10 µM. O14649. actives 0.84% (n = 340,000). CHO-KCNK3 thallium flux, FluxOR fluorescence; stronger effect = lower value;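 active = B-score under library mean minus 4 SD, starting fluorescence ratio at most library mean plus 5 SD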;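 also: more negative B-score means stronger inhibition of thallium flux through KCNK3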
Target sequence (O14649 whole entry, looked up): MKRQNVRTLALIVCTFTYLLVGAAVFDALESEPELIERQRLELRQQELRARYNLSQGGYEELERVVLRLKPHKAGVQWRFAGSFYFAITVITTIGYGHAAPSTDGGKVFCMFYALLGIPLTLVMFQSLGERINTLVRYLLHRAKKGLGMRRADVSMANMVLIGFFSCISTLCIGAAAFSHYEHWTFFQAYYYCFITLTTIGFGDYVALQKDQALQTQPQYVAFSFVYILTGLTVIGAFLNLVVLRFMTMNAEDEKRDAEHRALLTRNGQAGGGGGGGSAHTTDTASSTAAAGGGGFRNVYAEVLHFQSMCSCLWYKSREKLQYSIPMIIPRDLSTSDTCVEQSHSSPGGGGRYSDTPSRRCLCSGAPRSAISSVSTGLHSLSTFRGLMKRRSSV
MrgX1 allo act: allosterically activates human MrgX1 receptor signaling; MrgX1-HEK293, Fluo-4 calcium flux, FDSS; stronger effect = higher value; B-score at 10 µM; actives 0.63% (n = 310,000);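 active = plate-corrected calcium response at least 3 library SD above typical, normal starting fluorescence, not activating the receptor alone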;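 also: compound read alongside a low EC10 to EC30 dose of BAM8-22 agonist; peak minus trough fluorescence over baseline measured at the second addition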
ANO1 activ: activators or potentiators of mouse TMEM16A chloride channel; Q8BHY3; HEK293 TMEM16A/YFP-H148Q/I152L, iodide quench fluorescence; stronger effect = lower value; B-score at 10 µM; actives 0.3% (n = 340,000);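 active = fluorescence-ratio B-score plate-corrected deviation score at least 3 library SD below zero, with starting fluorescence score within 5 deviations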;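 also: channel opened by trigger with iodide after compound preincubation; score built on the fluorescence ratio of max minus min over baseline; more negative score means more quench and so TMEM16A activation or potentiation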
ANO1 block: inhibitors of mouse TMEM16A calcium-activated chloride channel. normalized B-score (activity score, 25-100; higher = stronger inhibition) at 10 µM. actives 1.2% (n = 310,000). HEK293 TMEM16A/YFP iodide influx fluorescence, ionomycin. Q8BHY3. AID 588511;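 active = ratio plate-corrected score three or more library SD toward inhibition, starting fluorescence score within five deviations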;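 also: score derived from kinetic fluorescence span divided by baseline fluorescence per well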
KCNK9 inh: human KCNK9 channel inhibition; B-score at 10 µM; HEK293 KCNK9, FluxOR thallium flux fluorescence; stronger effect = lower value; actives 1.2% (n = 310,000);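 active = ratio B-score over 3 SD below the library mean, with starting fluorescence within 5 SD of its mean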;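 also: negative B-score means less thallium flux so channel inhibition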
Target sequence (Q9NPC2 whole entry, looked up): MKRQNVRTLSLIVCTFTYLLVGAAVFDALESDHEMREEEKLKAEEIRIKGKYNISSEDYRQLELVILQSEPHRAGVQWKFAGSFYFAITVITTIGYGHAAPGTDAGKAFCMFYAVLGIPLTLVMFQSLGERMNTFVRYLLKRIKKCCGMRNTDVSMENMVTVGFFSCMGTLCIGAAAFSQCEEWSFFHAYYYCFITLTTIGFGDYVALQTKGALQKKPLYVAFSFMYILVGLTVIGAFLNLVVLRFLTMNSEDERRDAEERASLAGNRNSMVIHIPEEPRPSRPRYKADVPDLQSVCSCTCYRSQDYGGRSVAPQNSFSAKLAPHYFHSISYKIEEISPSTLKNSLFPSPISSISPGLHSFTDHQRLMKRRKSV
RGS4 block: inhibitors of human RGS4 | B-score at 10 µM | HEK293 M3R/RGS4 inducible, Fluo-4 calcium flux; stronger effect = higher value; triggered by carbachol at its EC20 | actives 0.45% (n = 310,000) | P49798;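 active = B-score, a plate-corrected calcium signal, over three deviations above library mean, with baseline fluorescence within five deviations of library mean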;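 also: RGS4 expression induced by doxycycline in cells with stable M3 receptor; B-score is computed from the integrated fluorescence ratio over baseline after carbachol; higher B-score means a larger calcium signal and so more RGS4 inhibition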
hERG rescue: compounds protecting human hERG from proarrhythmic drug block | Q12809 | CHO-hERG, FluxOR thallium flux, dofetilide IC70 present | activation (rescue from dofetilide block), less the hit threshold, % at 10 µM | actives 0.51% (n = 310,000) | AID 1511;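 active = activation above the mean of controls blocked by dofetilide plus 5 SD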;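 also: thallium influx through hERG after potassium depolarization seen as dye fluorescence rise; in these data hits start at about 4.7%; inactives centre near -7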
KCNQ1 pot: human KCNQ1 channel potentiation or activation; P51787; CHO-K1 KCNQ1, thallium flux FluxOR fluorescence; stronger effect = higher value; B-score at 10 µM; actives 0.35% (n = 310,000);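 active = fluorescence ratio B-score, a plate-corrected score, at least three library SD, with initial intensity B-score within 5 SD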
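assay system = CHO-K1 cells stably expressing KCNQ1 | medium = assay buffer, equal DMSO in all wells | timing = 37 °C overnight plating, 90-min dark dye load, 20-min compound pretreatment | measured by = kinetic FluxOR thallium fluorescence, 10-s 1-Hz baseline, 110-s post-stimulus read | measure = fluorescence change relative to baseline, converted to B score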
An asterisk follows results filed as active; i = inactive; x = no result given.

SMILES	RGS4 act	MrgX1 agonist	KCNQ1 block	KCNK3 block	MrgX1 allo act	ANO1 activ	ANO1 block	KCNK9 inh	RGS4 block	hERG rescue	KCNQ1 pot
O=C(COC(=O)c1cc(-c2ccco2)nc2ccccc12)NCc1ccc2c(c1)OCO2	i	i	i	i	i	i	i	i	i	-14	i
O=C(COC(=O)Cc1ccc(Br)cc1)NC1CCCCCC1	i	i	i	i	i	i	i	i	i	-4	i
Cc1cnc(C(=O)OCC(=O)Nc2sc3c(c2C#N)CCC3)cn1	i	i	i	i	i	i	i	i	i	-4	i
Oc1cccc(Nc2nc(NCC3CCCO3)c3ccccc3n2)c1 (centres undefined)	i	i	9*	i	i	x	i	i	i	-38	i
Cc1ccc(C(=O)COC(=O)C2CC(=O)N(c3nc(-c4ccccc4)cs3)C2)cc1C (centres undefined)	i	i	i	i	i	i	i	i	i	-15	i
COc1ccc(NC(=O)c2cccc(-n3c(C)ccc3C)c2)c(OC)c1	i	i	i	i	i	i	i	i	i	-15	i
CN1CCN(S(=O)(=O)c2ccc(N3CCN(S(=O)(=O)c4cccs4)CC3)nc2)CC1	x	i	x	i	i	i	i	x	x	x	x
Cc1ccc(NC2Nc3cc(C)nn3S2)c(C)c1 (centres undefined)	i	i	i	i	i	i	i	i	i	-11	i
CCc1nn(CCCC(=O)N2CCN(c3cccc(C)c3C)CC2)c(=O)c2cc3occc3n12	i	i	i	i	i	i	i	i	i	-16	i
COc1ccc(C(=O)N2CCC(c3ccccc3)CC2)c(OC)c1OC	i	i	i	i	i	i	i	i	i	5.9*	i
COc1ccc(Br)cc1CN1CCCCCC1	i	i	i	i	i	i	i	i	i	-6	i
CCCCn1c2nc3ccccc3nc2c2c(=O)n(CCC)cnc21	i	i	i	i	i	i	i	i	i	-6	i
CCCCn1c(N)c(N(CCOC)C(=O)C2CCN(S(=O)(=O)c3ccc(F)cc3)CC2)c(=O)[nH]c1=O	i	i	i	i	i	i	i	i	i	-8	i
COc1ccc(CNC2CCSc3ccccc32)cc1OC (centres undefined)	i	i	i	i	i	i	i	i	i	-2	i
CCOc1ccc(CCNC(=O)COC(=O)CNS(=O)(=O)c2ccc(NC(C)=O)cc2)cc1OCC	i	i	i	i	i	i	i	i	i	-12	i
CCN(CC)CCN1C(=O)C(=O)/C(=C(/O)c2c(C)[nH]c(C(=O)OC)c2C)C1c1ccco1 (centres undefined)	i	i	i	i	i	i	i	i	i	-3	i
COc1ccc2nc3oc(C(=O)NCCCOC(C)C)cc3cc2c1	i	i	i	i	i	i	i	i	i	-11	i
Nn1c(SCc2nc3ccccc3[nH]2)nnc1-c1cccnc1	i	i	i	i	i	i	i	i	i	-9	i
O=C(Nc1cc([N+](=O)[O-])ccc1N1CCCC1)c1cccs1	i	i	i	i	i	i	i	i	i	-5	i
CCC(=O)NC(c1ccccc1Cl)c1c(O)ccc2ccccc12 (centres undefined)	i	i	i	i	i	i	i	i	i	-10	i

The final three records of the part above are carried over, then new ones follow:
SMILES	RGS4 act	MrgX1 agonist	KCNQ1 block	KCNK3 block	MrgX1 allo act	ANO1 activ	ANO1 block	KCNK9 inh	RGS4 block	hERG rescue	KCNQ1 pot
Nn1c(SCc2nc3ccccc3[nH]2)nnc1-c1cccnc1	i	i	i	i	i	i	i	i	i	-9	i
O=C(Nc1cc([N+](=O)[O-])ccc1N1CCCC1)c1cccs1	i	i	i	i	i	i	i	i	i	-5	i
CCC(=O)NC(c1ccccc1Cl)c1c(O)ccc2ccccc12 (centres undefined)	i	i	i	i	i	i	i	i	i	-10	i
O=C(O)CC(CC(=O)Nc1ccc(C(=O)O)cc1)c1ccccc1 (centres undefined)	i	i	i	i	i	i	i	i	i	-5	i
COC(=O)c1cnn(-c2ccccc2)c1C(OC)OC	i	i	i	i	i	i	i	i	i	-4	i
O=C(CCC(=O)N1CCSc2ccccc21)NC1CCCCC1	i	i	i	i	i	i	i	i	i	-5	i
COc1ccc(C(=O)Cc2ccc(OC)c(OC)c2)cc1	i	i	i	i	i	i	i	i	i	-9	i
O=C(COc1ccccc1)NCc1n[nH]c(=S)n1-c1ccccc1	i	i	i	i	i	i	i	i	i	-15	i
COc1cc(N)c(Cl)cc1C(=O)OCC(=O)NC1CCCC1	i	i	i	i	i	i	i	i	i	-8	i
COc1ccc(OC)c(NC(=O)c2cc(OC(C)=O)cc(C(=O)Nc3cc(OC)ccc3OC)c2)c1	i	i	i	i	i	i	i	-9.5*	i	-7	i
COc1cc2[nH]c(=O)n(CCC(=O)N3CCN(c4cccc(C)c4C)CC3)c(=O)c2cc1OC	i	i	i	i	i	i	i	i	i	-3	i
CC(=O)C(Cc1ccccc1)NC(=O)CN1CCc2ccccc2C1 (centres undefined)	i	i	i	i	i	i	i	i	i	-4	i
Cc1cccc(C)c1NC(=O)COC(=O)CSc1nnc(N)s1	i	i	i	i	i	i	i	i	i	-4	i
CN(C)C(=O)Cn1c(SCC(=O)Nc2ccc3c(c2)OCO3)nc2ccccc21	i	i	i	i	i	i	i	i	i	-3	i
Cc1cccc(CN2CCC(C(=O)Nc3ccc(Oc4cccnc4)cc3)CC2)c1	i	i	i	i	i	i	i	i	i	-3	i
O=C(NC1CCCCC1NC(=O)c1cccs1)c1cccs1 (centres undefined)	i	i	i	i	i	i	i	i	i	-13	i
Cc1ccc(S(=O)(=O)c2nc(S(C)(=O)=O)sc2N2CCCC2)cc1	i	i	i	i	i	i	i	i	i	-6	i
COc1ccc(CN(CC(=O)NCc2ccc(F)cc2)C(=O)c2csnn2)cc1	i	i	i	i	i	i	i	i	i	-7	i
O=C(c1ccccc1F)N(Cc1nc2ccccc2c(=O)[nH]1)C1CCCC1	i	i	i	i	i	i	i	i	i	-1	i
Cc1cn(COC/C=C/c2ccccc2)c(=O)[nH]c1=O	i	i	i	i	i	i	i	i	i	-3	i
COc1ccc(C)cc1Nc1nnc(C)c(=O)[nH]1	i	i	i	i	i	i	i	i	i	1	i
Cc1cc(C)c(NC(=O)C2CCCN2CCC(C)C)c(C)c1 (centres undefined)	i	i	i	i	i	i	i	i	i	-11	i
CCN(CC)c1ccc(S(=O)(=O)N2CCOCC2)cc1NC(=O)COC(=O)COc1ccccc1C	i	i	i	i	i	i	i	i	i	-10	i
COc1ccc(CN2CCN(CCC(C)C)C(CCO)C2)cc1Cn1cccn1 (centres undefined)	i	i	i	i	i	i	i	i	i	-10	i
CN1CCN(C(=O)c2cc3cc(F)ccc3[nH]2)CC1	i	i	i	i	i	i	i	i	i	-8	i
COc1ccc(C(CC(=O)c2ccccc2)S(=O)(=O)c2ccc(C)cc2)cc1 (centres undefined)	i	i	i	i	i	i	i	i	i	-10	i
Cc1ccc(NC(=O)c2cc(Cl)ccc2[N+](=O)[O-])cc1C	i	i	i	i	i	i	i	i	i	-14	i
O=C(Nc1nc2ccccc2[nH]1)C1CCN(S(=O)(=O)c2cccs2)CC1	i	i	i	i	i	i	i	i	i	-7	i
COC(=O)[C@H](CCSC)NC(=O)NCc1ccccc1F	i	i	i	i	i	i	i	i	i	-8	i
Nn1c(SCc2cccc(F)c2)nnc1-c1ccncc1	i	i	i	i	i	i	i	i	i	-10	i
CCc1cccc(NC(=O)Cn2c(=O)c3cccn3c3ccccc32)c1	i	i	i	i	i	i	i	i	i	-6	i
O/N=C/c1cccc[n+]1CCCCCC[n+]1ccccc1/C=N/O	i	i	i	i	i	i	i	i	i	-9	i
CN(C)c1ccc(C(=O)NCc2ccc3c(c2)CCO3)cc1	i	i	i	i	i	i	i	i	i	0	i
CN(C)N1C(N)=C(C#N)C(c2ccc3c(c2)OCO3)C2=C1CCCC2=O (centres undefined)	i	i	i	i	i	x	i	i	i	-2	i
O=C(CN1C(=O)NC2(CCCC2)C1=O)N1CCN(S(=O)(=O)c2ccccc2F)CC1	i	i	i	i	i	i	i	i	i	-13	i
Cc1cc(C)c(C#N)c(SCCN2CCCCC2)n1	i	i	i	i	i	i	i	i	i	-3	i
COC(=O)CSc1nnc(-c2cccnc2)n1C	i	i	i	i	i	i	i	i	i	-8	i
COc1ccc(Cc2nc3ccc(C(=O)N4CCC(N(C)C)C4)cc3o2)cc1 (centres undefined)	i	i	i	i	i	i	i	i	i	0	i
CCCCCCCCCCCCN1[C@@H](CC(C)=O)c2cc(F)cc(F)c2S1(=O)=O	i	i	i	i	i	i	i	i	i	0	i
COc1ccc(C(=O)NCCOC(C)C)cc1OC1CCN(C(C)=O)CC1	i	i	i	i	i	i	i	i	i	-9	i
COc1cccc(-c2nc(CS(=O)CC(=O)NCCc3ccccc3)c(C)o2)c1 (centres undefined)	i	i	i	i	i	i	i	i	i	-12	i
COCCc1nnc(NC(=O)Cc2ccccc2)s1	i	i	i	i	i	i	i	i	i	-5	i
CCSc1nnc(Cn2c(=O)sc3ccccc32)n1-c1ccc(OC)cc1	i	i	i	i	i	i	i	i	i	-5	i
Cc1oc(-c2ccc3c(c2)OCCO3)cc1C(=O)NCC(=O)O	i	i	i	i	i	i	i	i	i	-6	i
O=C(CSc1c2c(nc3ccccc13)CCCC2)NCc1ccco1	i	i	i	i	i	i	i	i	i	-8	i
O=C(O)CS(=O)CC(=O)NCc1cccc(C(F)(F)F)c1 (centres undefined)	i	i	i	i	i	i	i	i	i	-3	i
Cc1cnc(NC(=O)Cc2ccc(Br)cc2)s1	i	i	i	i	i	i	i	i	i	0	i
O=C(CSc1nnc(-c2cccnc2)n1Cc1ccccc1)NCc1ccccc1	i	i	i	i	i	i	i	i	i	-9	i
CNC(=O)COC(=O)c1ccccc1Oc1ccccc1	i	i	i	i	i	i	i	i	i	-13	i
NC(=O)CC(NC(=O)Cc1ccc(Cl)cc1)c1ccc(NCc2ccccc2)c([N+](=O)[O-])c1 (centres undefined)	i	i	i	i	i	i	i	i	i	-5	i

From PubChem BioAssay
